Compound activity (PubChem BioAssay)
ZTA counter: ZTA (EBV) inhibition in EBNA-1 counter-screen. 320,000 tested, 0.15% active. inhibition, % at 11 µM. ZTA-DNA binding, fluorescence polarization. P03206; in the data active means inhibition above about 33%
EBNA-1 inhibitor: EBNA-1 DNA-binding inhibitors, primary screen, biochemical, fluorescence polarization. 300,000 tested, 0.34% active. AID 1950, 2009. inhibition, % at 14.8 µM; in the data active means inhibition above about 28%
LYPLA1 inh: LYPLA1 inhibitors, primary screen, counter-screen for PME1 inhibitor project, biochemical, fluorescence polarization, FP-Rh probe ABPP | Acyl-protein thioesterase 1 (Homo sapiens), O75608 | recombinant LYPLA1 | inhibition, % at 5.9 µM | 320,000 tested, 0.16% active | AID 2174, 2009;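 active means inhibition above the mean of all tested compounds plus 3 SD, set per campaign, cut at about 14% in these data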;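 further: inhibitors block serine hydrolase probe labeling of LYPLA1 so polarization falls; 0% = enzyme with DMSO and 100% = wells lacking LYPLA1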
Target sequence (O75608 whole entry, looked up): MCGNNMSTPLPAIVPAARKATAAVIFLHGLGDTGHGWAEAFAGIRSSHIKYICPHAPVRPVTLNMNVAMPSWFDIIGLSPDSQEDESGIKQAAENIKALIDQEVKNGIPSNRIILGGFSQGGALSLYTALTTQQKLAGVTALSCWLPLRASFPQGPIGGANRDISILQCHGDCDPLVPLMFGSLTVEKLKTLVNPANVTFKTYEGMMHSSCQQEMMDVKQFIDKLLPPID
GSTO1 inh: inhibitors of recombinant GSTO1, primary screen, counter-screen for RBBP9 inhibitor project, biochemical, fluorescence polarization | Glutathione S-transferase omega-1 (Homo sapiens), P78417 | activity-based probe fluorescence polarization | inhibition, % at 5.96 µM | 300,000 tested, 1.1% active;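 active means inhibition above the campaign mean inhibition plus 3 SD, cut at about 35% in these data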;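 further: 0% = GSTO1-1 with DMSO and 100% = wells lacking GSTO1-1 enzyme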
PREPL inhibitor: PREPL enzyme inhibitors, primary screen, biochemical, fluorescence polarization; Prolyl endopeptidase-like (Homo sapiens), Q4J6C6; recombinant PREPL, fluorescence polarization activity-based probe; inhibition, % at 5.96 µM; 320,000 tested, 0.68% active; AID 2751, 2010; in the data active means inhibition above about 43%;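 further: 0% = enzyme with DMSO and 100% = wells lacking enzyme; many of its hits are not listed in these tables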
Target sequence (Q4J6C6 whole entry, looked up): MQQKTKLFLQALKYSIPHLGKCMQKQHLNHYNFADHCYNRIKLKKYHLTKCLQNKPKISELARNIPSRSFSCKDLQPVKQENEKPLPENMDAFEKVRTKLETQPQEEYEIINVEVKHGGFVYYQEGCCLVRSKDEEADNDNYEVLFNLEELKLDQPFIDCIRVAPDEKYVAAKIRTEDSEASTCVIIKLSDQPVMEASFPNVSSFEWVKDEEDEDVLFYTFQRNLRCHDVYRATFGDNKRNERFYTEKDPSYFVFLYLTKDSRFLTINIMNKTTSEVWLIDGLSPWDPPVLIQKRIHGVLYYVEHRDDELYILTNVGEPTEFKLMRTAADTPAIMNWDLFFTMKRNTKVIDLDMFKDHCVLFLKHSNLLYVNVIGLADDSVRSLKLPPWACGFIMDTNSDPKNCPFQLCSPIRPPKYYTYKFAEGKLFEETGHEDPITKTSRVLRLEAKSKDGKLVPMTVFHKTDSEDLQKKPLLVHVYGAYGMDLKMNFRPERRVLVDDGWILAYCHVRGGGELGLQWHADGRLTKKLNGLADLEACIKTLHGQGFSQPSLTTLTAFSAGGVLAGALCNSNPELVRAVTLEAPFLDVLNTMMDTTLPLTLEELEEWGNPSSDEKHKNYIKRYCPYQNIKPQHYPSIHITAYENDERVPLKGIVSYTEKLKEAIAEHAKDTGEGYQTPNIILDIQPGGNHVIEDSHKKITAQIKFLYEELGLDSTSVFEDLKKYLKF
PAD4 inh: human PAD4 inhibitors, primary screen, biochemical, fluorescence polarization, 1536-well format; recombinant PAD4, RCA probe fluorescence polarization; 330,000 tested, 0.41% active; AID 485272, 2010; inhibition, % at 6.36 µM;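 active means percent inhibition above a cutoff equal to the mean of all tested compounds plus 3 SD, cut at about 15% in these data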;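 further: 0% = PAD4 with RCA probe and DMSO and 100% = probe without PAD4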
PAFAH2 inh: PAFAH2 enzyme inhibitors, primary screen, biochemical, fluorescence polarization, human | recombinant PAFAH2, FP-rhodamine activity probe | inhibition, % at 3.39 µM | 340,000 tested, 0.99% active;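 active means inhibition above the mean over all tested compounds plus 3 SD, cut at about 30% in these data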;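 further: inhibitors block probe labeling of enzyme so polarization drops; 0% = enzyme with DMSO and 100% = wells lacking PAFAH2 protein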
PAFAH1B3 FP inh: PAFAH1B3 enzyme inhibitors, primary screen, biochemical, fluorescence polarization, human; AID 492972, 2010; inhibition, % at 3.39 µM; Platelet-activating factor acetylhydrolase IB subunit alpha1 (Homo sapiens), Q15102; recombinant PAFAH1B3, FP-rhodamine probe; 340,000 tested, 0.28% active;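 active means inhibition above the screen-wide average of all tested compounds plus 3 SD, cut at about 25% in these data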;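 further: 0% = enzyme with DMSO only and 100% = wells lacking PAFAH1B3 protein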
LYPLA2 inh: LYPLA2 inhibitors, primary screen, counter-screen for PME1 inhibitor project, biochemical, fluorescence polarization, FP-Rh probe ABPP; Acyl-protein thioesterase 2 (Homo sapiens), O95372; recombinant LYPLA2; inhibition, % at 5.9 µM; 320,000 tested, 0.38% active; AID 2177, 2009;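 active means inhibition above the screen-wide mean plus 3 SD, limit set per campaign, cut at about 26% in these data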;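 further: 0% = LYPLA2 with DMSO and 100% = wells lacking LYPLA2 enzyme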
Active calls of the source: *; & = joins results of further samples. These rows are one share of the data. The share of hits here may be higher or lower than overall.

How did CCCCNC(=O)c1cc(-c2ccc(OC)cc2)on1 do in these assays?
ZTA counter: 9.3; EBNA-1 inhibitor: 7.5; LYPLA1 inh: -1.0; GSTO1 inh: 6.2; PREPL inhibitor: -0.1; PAD4 inh: -4.3; PAFAH2 inh: -8.6; PAFAH1B3 FP inh: 1.1; LYPLA2 inh: 2.3

How did CCOCCCNC(=S)Nc1ccc(S(N)(=O)=O)cc1 do in these assays?
ZTA counter: -2.2; EBNA-1 inhibitor: 1.3; LYPLA1 inh: 3.1; GSTO1 inh: 2.8; PREPL inhibitor: -4.6; PAD4 inh: -0.7; PAFAH2 inh: -1.0; PAFAH1B3 FP inh: 5.7; LYPLA2 inh: -0.8

What do the screens show for `O=C(CCC(=O)NNC(=O)Nc1cccc(Cl)c1)NCc1ccccc1`?
ZTA counter: 8.0; EBNA-1 inhibitor: 9.3; LYPLA1 inh: 2.0; GSTO1 inh: -8.8; PREPL inhibitor: -7.4; PAD4 inh: -2.0; PAFAH2 inh: 4.8; PAFAH1B3 FP inh: 10.9; LYPLA2 inh: 3.8

How did COc1ccc(OC)c(C2=NOC(C(=O)NCc3cccnc3)C2)c1 (stereo not drawn) do in these assays?
ZTA counter: 6.4; EBNA-1 inhibitor: 7.2; LYPLA1 inh: 0.1; GSTO1 inh: -1.3; PREPL inhibitor: 5.4; PAD4 inh: -1.7; PAFAH2 inh: -2.8; PAFAH1B3 FP inh: 15.3; LYPLA2 inh: 2.0

How did COc1ccccc1C1CC(c2cccs2)=NN1C(=O)CCC(=O)O (stereo not drawn) do in these assays?
ZTA counter: 7.3; EBNA-1 inhibitor: -9.2; LYPLA1 inh: 0.3; GSTO1 inh: -0.8; PREPL inhibitor: -2.0; PAD4 inh: -8.0; PAFAH2 inh: 1.2; PAFAH1B3 FP inh: 3.5; LYPLA2 inh: 1.1

Results for CC(=O)NCCCc1nc2ccccc2n1Cc1cc(C)ccc1C ?
ZTA counter: -5.8; EBNA-1 inhibitor: 1.3; LYPLA1 inh: 1.5; GSTO1 inh: -1.1; PREPL inhibitor: 6.5; PAD4 inh: -4.6; PAFAH2 inh: 2.8; PAFAH1B3 FP inh: 4.6; LYPLA2 inh: 6.3

Results for COc1ccc(N/C(=C(/C(Cl)=C(Cl)Cl)[N+](=O)[O-])n2nnc3ccccc32)cc1OC ?
ZTA counter: -12.5; EBNA-1 inhibitor: -7.7; LYPLA1 inh: -2.7; GSTO1 inh: 17.4; PREPL inhibitor: 15.9; PAD4 inh: -10.0; LYPLA2 inh: 1.8

Results for O=C(Nc1ccccc1C(F)(F)F)c1cc2ncc(CCCl)cn2n1 ?
ZTA counter: -13.0; EBNA-1 inhibitor: -13.1; LYPLA1 inh: -0.2; GSTO1 inh: -0.5; PREPL inhibitor: -4.8; PAD4 inh: -3.0; PAFAH2 inh: -3.0; PAFAH1B3 FP inh: 14.4; LYPLA2 inh: 0.9

What do the screens show for `COc1ccc2c(c1)CCc1c(C(=O)N(C)c3ccccc3)noc1-2`?
ZTA counter: -7.5; EBNA-1 inhibitor: 0.8; LYPLA1 inh: 4.4; GSTO1 inh: -20.2; PREPL inhibitor: -1.1; PAD4 inh: -0.4; PAFAH2 inh: -2.2; PAFAH1B3 FP inh: 1.2; LYPLA2 inh: 13.7

Results for c1cncc(-c2nc(-c3ccc4c(c3)OCCO4)cs2)c1 ?
ZTA counter: -11.2; EBNA-1 inhibitor: -8.7; LYPLA1 inh: -2.6; GSTO1 inh: 0.3; PREPL inhibitor: 1.3; PAD4 inh: -1.7; PAFAH2 inh: 3.4; PAFAH1B3 FP inh: 5.2; LYPLA2 inh: -6.6

Results for COc1ccc(OCC(=O)OCCN(C)C)cc1 ?
ZTA counter: 13.1; EBNA-1 inhibitor: 4.8; LYPLA1 inh: 2.4; GSTO1 inh: 3.3; PREPL inhibitor: 8.2; PAD4 inh: -1.9; PAFAH2 inh: -6.8; PAFAH1B3 FP inh: -2.8; LYPLA2 inh: 3.5

What do the screens show for `Cc1ccc(N2CC(C(=O)Nc3nnc(SCCN4CCOCC4)s3)CC2=O)cc1` (stereo not drawn)?
ZTA counter: -14.4; EBNA-1 inhibitor: 3.7; LYPLA1 inh: 0.8; GSTO1 inh: -0.4; PREPL inhibitor: 0.8; PAD4 inh: -2.1; PAFAH2 inh: -1.5; PAFAH1B3 FP inh: 5.9; LYPLA2 inh: 6.4

Results for CCN(CC)S(=O)(=O)c1ccc2[nH]cc(C(=O)NCCC3=CCCCC3)c(=O)c2c1 ?
ZTA counter: -20.8; EBNA-1 inhibitor: -11.2; LYPLA1 inh: -19.3; GSTO1 inh: -38.3; PREPL inhibitor: 0.1; PAD4 inh: -4.8; PAFAH2 inh: 11.8; PAFAH1B3 FP inh: -7.4; LYPLA2 inh: -25.5

Results for CCN(C(=O)COC(=O)/C=C/c1ccco1)c1c(N)n(Cc2ccccc2)c(=O)[nH]c1=O ?
ZTA counter: 4.9; LYPLA1 inh: -3.1; PREPL inhibitor: 11.3; PAD4 inh: 1.8; PAFAH2 inh: 0.1; PAFAH1B3 FP inh: 2.8; LYPLA2 inh: 0.1

Results for Cc1ccc(S(=O)(=O)O)c(C)c1N1CCCC1=O ?
ZTA counter: 8.9; EBNA-1 inhibitor: -13.3; LYPLA1 inh: 1.2; GSTO1 inh: -2.4; PREPL inhibitor: 10.4; PAD4 inh: -7.7; PAFAH2 inh: -2.7; PAFAH1B3 FP inh: 12.2; LYPLA2 inh: 3.9

Results for CCOC(=O)c1ccc(Cl)c(NC(=O)c2ccc(-c3ccccc3)cc2)c1 ?
ZTA counter: -8.8; EBNA-1 inhibitor: 8.6; LYPLA1 inh: -3.6; GSTO1 inh: 3.8; PREPL inhibitor: -3.5; PAD4 inh: -1.5; PAFAH2 inh: 8.3; PAFAH1B3 FP inh: 11.6; LYPLA2 inh: 0.2

What do the screens show for `COc1cccc(-c2nc(CS(=O)(=O)CC(=O)NCc3ccc(Cl)cc3)c(C)o2)c1`?
ZTA counter: -7.2; EBNA-1 inhibitor: -8.1; LYPLA1 inh: -1.7; GSTO1 inh: -2.4; PREPL inhibitor: -15.6; PAD4 inh: -2.7; PAFAH2 inh: 1.8; PAFAH1B3 FP inh: 4.5; LYPLA2 inh: 2.5

How did COc1ccc(-c2cc(C(=O)NCc3cccnc3)no2)cc1OC do in these assays?
ZTA counter: -8.8; EBNA-1 inhibitor: 7.6; LYPLA1 inh: -1.6; GSTO1 inh: 2.5; PREPL inhibitor: 8.4; PAD4 inh: 1.3; PAFAH2 inh: -7.8; PAFAH1B3 FP inh: 14.5; LYPLA2 inh: 0.2

What do the screens show for `O=C1CCCN1CC(CN1CCOCC1)Sc1nnnn1-c1ccccc1` (stereo not drawn)?
ZTA counter: 10.3; EBNA-1 inhibitor: 0.9; LYPLA1 inh: -2.6; GSTO1 inh: -0.9; PREPL inhibitor: 6.2; PAD4 inh: 4.7; PAFAH2 inh: 7.1&3.1; PAFAH1B3 FP inh: 11.7&-0.7; LYPLA2 inh: -7.7

Results for Cc1ccc(NC(=O)CNc2cc(S(=O)(=O)N3CCOCC3)ccc2NCC2CCCO2)cc1F (stereo not drawn) ?
ZTA counter: -14.0; EBNA-1 inhibitor: 18.7; LYPLA1 inh: 2.5; GSTO1 inh: 6.3; PREPL inhibitor: 10.8; PAD4 inh: 2.1; PAFAH2 inh: 3.6; PAFAH1B3 FP inh: -1.5; LYPLA2 inh: 9.0

How did NS(=O)(=O)c1cccc(NC(=O)COC(=O)CCC2CCCC2)c1 do in these assays?
PREPL inhibitor: 1.6; PAD4 inh: -3.3; PAFAH2 inh: 24.1; PAFAH1B3 FP inh: 6.1

How did CCOc1ccccc1OCC(=O)Oc1ccc(C)c(C)c1 do in these assays?
ZTA counter: 12.6; EBNA-1 inhibitor: -6.3; LYPLA1 inh: -1.6; GSTO1 inh: 5.0; PREPL inhibitor: -0.3; PAD4 inh: -1.9; PAFAH2 inh: 4.6; PAFAH1B3 FP inh: 9.7; LYPLA2 inh: 5.1

How did COCCn1c(COc2cccc(OC)c2)nnc1SCC(=O)N1CCOCC1 do in these assays?
ZTA counter: 6.4; EBNA-1 inhibitor: -3.4; LYPLA1 inh: 0.9; GSTO1 inh: -2.4; PREPL inhibitor: 7.6; PAD4 inh: 0.9; PAFAH2 inh: -3.6; PAFAH1B3 FP inh: -2.2; LYPLA2 inh: 2.8

What do the screens show for `COc1cc(O)c(C(C)=O)c(CC(=O)O)c1`?
ZTA counter: 6.4; EBNA-1 inhibitor: -4.6; LYPLA1 inh: 4.3; GSTO1 inh: 20.7; PREPL inhibitor: 4.2; PAD4 inh: 10.7; PAFAH2 inh: 6.1; PAFAH1B3 FP inh: 16.5; LYPLA2 inh: 5.0

Results for NS(=O)(=O)c1ccc(CCNC(=O)CNC(=O)Cc2cccc3ccccc23)cc1 ?
ZTA counter: -4.9; EBNA-1 inhibitor: -18.4; LYPLA1 inh: -4.3; GSTO1 inh: 2.8; PREPL inhibitor: 6.2; PAD4 inh: 3.6; PAFAH2 inh: -6.0; PAFAH1B3 FP inh: 7.5; LYPLA2 inh: -8.4

What do the screens show for `Cc1ccccc1-c1noc(-c2ccccc2F)n1`?
ZTA counter: -22.4; EBNA-1 inhibitor: 5.8; LYPLA1 inh: -2.4; GSTO1 inh: 3.3; PREPL inhibitor: 17.0; PAD4 inh: -1.4; PAFAH2 inh: -2.4; PAFAH1B3 FP inh: -1.6; LYPLA2 inh: 5.3

Results for O=C1c2cccnc2C(O)N1Cc1ccco1 (stereo not drawn) ?
ZTA counter: -20.7; EBNA-1 inhibitor: -2.2; LYPLA1 inh: -1.0; GSTO1 inh: 5.1; PREPL inhibitor: 17.1; PAD4 inh: 4.6; PAFAH2 inh: -4.7; PAFAH1B3 FP inh: 4.7; LYPLA2 inh: -1.2

How did CC(=O)c1ccc(NC(=O)C(C)Sc2nnc(C3CC3)n2C2CC2)cc1 (stereo not drawn) do in these assays?
ZTA counter: 0.6; LYPLA1 inh: 0.5; PREPL inhibitor: 7.2; PAD4 inh: 0.4; PAFAH2 inh: -7.9; PAFAH1B3 FP inh: -8.4; LYPLA2 inh: 2.2

Results for COc1cccc(/C=C/c2ccccn2)c1O ?
ZTA counter: -8.3; EBNA-1 inhibitor: -7.5; LYPLA1 inh: 1.2; GSTO1 inh: -0.7; PREPL inhibitor: 16.5; PAD4 inh: -4.8; PAFAH2 inh: -1.4; PAFAH1B3 FP inh: 7.9; LYPLA2 inh: 0.6

What do the screens show for `O=S(=O)(NC(=S)NC1CCCCC1)c1ccccc1`?
ZTA counter: 6.7; EBNA-1 inhibitor: -0.5; LYPLA1 inh: -1.1; GSTO1 inh: 5.2; PREPL inhibitor: 7.1; PAD4 inh: 9.7; PAFAH2 inh: -1.1; PAFAH1B3 FP inh: 6.5; LYPLA2 inh: -6.5

2 records drawn at random from the list so far, as already listed:
What do the screens show for `O=S(=O)(NC(=S)NC1CCCCC1)c1ccccc1`?
ZTA counter: 6.7; EBNA-1 inhibitor: -0.5; LYPLA1 inh: -1.1; GSTO1 inh: 5.2; PREPL inhibitor: 7.1; PAD4 inh: 9.7; PAFAH2 inh: -1.1; PAFAH1B3 FP inh: 6.5; LYPLA2 inh: -6.5

Results for NS(=O)(=O)c1ccc(CCNC(=O)CNC(=O)Cc2cccc3ccccc23)cc1 ?
ZTA counter: -4.9; EBNA-1 inhibitor: -18.4; LYPLA1 inh: -4.3; GSTO1 inh: 2.8; PREPL inhibitor: 6.2; PAD4 inh: 3.6; PAFAH2 inh: -6.0; PAFAH1B3 FP inh: 7.5; LYPLA2 inh: -8.4
